# CHO-K1 Ca ag = counter-screen for M1 agonists: effect in parental CHO-K1 cells | Fluo-8 calcium fluorescence; scaled to maximal ATP response, vehicle zero | activation, % at 3 µM | 360,000 compounds, 0.48% hits; in the data active = activation above about 15%;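 also: untransfected CHO-K1 host cells lacking M1 receptor as counterscreen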
# CHRM5 agonist = human M5 muscarinic receptor agonists, primary screen, CHO-K1 cells, Fluo-8 calcium fluorescence; 360,000 compounds, 0.19% hits; CHO-K1 hM5 cells; 0% DMSO wells, 100% maximal acetylcholine response; activation, % at 3 µM; Muscarinic acetylcholine receptor M5 (Homo sapiens), P08912;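 active = activation above the run's mean over test compounds plus 3 SD, cut at about 23% in these data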;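 also: signal is peak over basal fluorescence ratio across the kinetic read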
# Target sequence (P08912 whole entry, looked up): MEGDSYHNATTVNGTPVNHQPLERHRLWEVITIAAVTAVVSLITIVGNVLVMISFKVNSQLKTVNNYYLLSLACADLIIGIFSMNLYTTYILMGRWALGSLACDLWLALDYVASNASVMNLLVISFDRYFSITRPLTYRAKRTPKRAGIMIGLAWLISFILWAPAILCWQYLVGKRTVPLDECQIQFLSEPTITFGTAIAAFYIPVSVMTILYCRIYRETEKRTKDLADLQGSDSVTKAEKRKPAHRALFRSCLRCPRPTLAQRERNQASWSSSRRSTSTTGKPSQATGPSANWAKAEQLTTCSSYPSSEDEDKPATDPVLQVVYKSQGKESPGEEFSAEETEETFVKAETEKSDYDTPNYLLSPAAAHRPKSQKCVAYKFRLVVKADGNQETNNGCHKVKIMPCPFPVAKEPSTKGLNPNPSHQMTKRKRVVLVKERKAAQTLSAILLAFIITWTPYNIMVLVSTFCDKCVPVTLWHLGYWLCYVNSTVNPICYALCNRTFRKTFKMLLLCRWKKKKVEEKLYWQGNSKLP
# M4 PAM = human M4 muscarinic receptor positive allosteric modulators, primary screen, CHO-K1 cells, Fluo-8 calcium fluorescence; Muscarinic acetylcholine receptor M4 (Homo sapiens), P08173; CHO-K1 hM4/Gqi5, ACh EC20; 0% = ACh EC20, 100% = maximal ACh; activation, % at 3 µM; 360,000 compounds, 0.4% hits; AID 624126, 2012;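 active = activation above its plate's cutoff, the mean activation of sample wells plus 3 SD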; also: some results filed as inactive read as strong as hits
# Target sequence (P08173 whole entry, looked up): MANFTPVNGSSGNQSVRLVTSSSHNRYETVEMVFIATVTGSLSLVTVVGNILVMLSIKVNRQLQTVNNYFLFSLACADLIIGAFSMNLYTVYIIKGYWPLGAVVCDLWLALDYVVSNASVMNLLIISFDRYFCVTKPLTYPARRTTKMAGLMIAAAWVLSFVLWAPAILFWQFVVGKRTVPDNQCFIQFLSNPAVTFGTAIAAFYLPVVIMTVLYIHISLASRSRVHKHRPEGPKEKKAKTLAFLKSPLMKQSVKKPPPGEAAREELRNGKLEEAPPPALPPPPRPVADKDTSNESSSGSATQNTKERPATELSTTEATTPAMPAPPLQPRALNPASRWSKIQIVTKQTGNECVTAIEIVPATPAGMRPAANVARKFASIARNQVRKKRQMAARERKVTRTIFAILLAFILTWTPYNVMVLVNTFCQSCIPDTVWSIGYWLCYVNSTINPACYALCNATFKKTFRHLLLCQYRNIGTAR
# CHRM5 antagonist = human M5 muscarinic receptor antagonists, primary screen, CHO cells, Fluo-8 calcium fluorescence; Muscarinic acetylcholine receptor M5 (Homo sapiens), P08912; 360,000 compounds, 0.59% hits; CHO-hM5 cells, ACh EC80; inhibition, % at 3 µM; AID 624040, 2012;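 active = inhibition above a per-plate cutoff, the mean of that plate's test compounds plus 3 SD, cut at about 27% in these data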;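 also: 0% = acetylcholine EC80 with DMSO and 100% = DMSO without agonist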
# CHRM5 PAM = human M5 muscarinic receptor positive allosteric modulators, primary screen, CHO-K1 cells, Fluo-8 calcium fluorescence | Muscarinic acetylcholine receptor M5 (Homo sapiens), P08912 | CHO-K1 hM5, ACh EC20 PAM; 0% = ACh EC20, 100% = ACh EC100 | activation, % at 3 µM | 360,000 compounds, 0.3% hits | AID 624038, 2012;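 active = activation above the run cutoff, the mean activation of all test compounds plus 3 SD, cut at about 18% in these data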
#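 system = human M5 receptor in CHO-K1 cells | reagent = EC20 acetylcholine as agonist stimulus | compound dosing = single-point, 3 µM nominal | incubation = Fluo-8 loading 80 min at 37 °C plus 30 min room temperature | detection = Fluo-8 calcium dye fluorescence, kinetic read | benchmarks = low control EC20 acetylcholine (0%), high control EC100 acetylcholine (100%)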
# CHO-K1 Ca antag = M1 antagonist counterscreen hit in parental CHO-K1 cells | ATP-induced calcium, Fluo-8 fluorescence | inhibition, % at 3 µM | 360,000 compounds, 0.6% hits | AID 602250;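 active = inhibition above a per-plate cutoff, the plate's mean sample inhibition plus 3 SD, cut at about 24% in these data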;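 also: 0% = DMSO plus EC80 ATP and 100% = DMSO alone without ATP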
# M1 PAM parental = nonselective calcium activators in parental CHO-K1 cells, primary screen, counter-screen for M1 PAM project, cell-based, Fluo-8 calcium fluorescence, full deck, 1536-well. 360,000 compounds, 0.02% hits. activation, % at 3 µM. ATP EC20; 0% at ATP EC20, 100% at ATP max. AID 602247, 2012;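 active = activation above the run cutoff, the mean activation of all test compounds plus 3 SD, cut at about 40% in these data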;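 also: peak over basal fluorescence ratio in a 140 s read after ATP addition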
# M4 ag = human M4 muscarinic receptor agonists, primary screen, CHO-K1 cells, Fluo-8 calcium fluorescence. Muscarinic acetylcholine receptor M4 (Homo sapiens), P08173. CHO-K1 hM4/Gqi5; vehicle 0%, full acetylcholine response 100%. activation, % at 3 µM. 360,000 compounds, 0.14% hits;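 active = activation above the run mean over all test wells plus 3 SD, cut at about 32% in these data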;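 also: peak over basal fluorescence ratio per well then scaled between controls; 0% = DMSO wells and 100% = acetylcholine at EC100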
# CHRM4 antagonist = human M4 muscarinic receptor antagonists, primary screen, CHO cells, Fluo-8 calcium fluorescence; Muscarinic acetylcholine receptor M4 (Homo sapiens), P08173; CHO-hM4 cells, ACh EC80; inhibition, % at 3 µM; 360,000 compounds, 0.73% hits; AID 624125, 2012;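 active = inhibition above its plate's cutoff, the mean inhibition of sample wells plus 3 SD, cut at about 27% in these data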;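 also: 0% = acetylcholine EC80 with DMSO and 100% = DMSO without agonist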
# The depositor's hits bear a star.
# The first 4 compounds as a preview:
SMILES,CHO-K1 Ca ag,CHRM5 agonist,M4 PAM,CHRM5 antagonist,CHRM5 PAM,CHO-K1 Ca antag,M1 PAM parental,M4 ag,CHRM4 antagonist
O=S(=O)(NC1c2cccc3cccc(c23)C1N1CCN(CCO)CC1)c1ccccc1 (centres undefined),1.8,-3,12,-2,0,2,23,4,7
Cc1nn(C)c2c1NC(=O)CS2,-0.2,0,1,3,2,4,-7,1,2
N/C(CCS(=O)(=O)c1ccc(Cl)cc1)=N\OC(=O)c1ccccc1C(F)(F)F,0.2,1,-2,3,-2,-1,1,1,-5
CC(C)(C)N(Cc1ccccc1)C(=O)COC(=O)C1CCCCC1,-0.7,-2,0,16,5,-18,19,-1,-3

# The listing, previewed entries included:
SMILES,CHO-K1 Ca ag,CHRM5 agonist,M4 PAM,CHRM5 antagonist,CHRM5 PAM,CHO-K1 Ca antag,M1 PAM parental,M4 ag,CHRM4 antagonist
O=S(=O)(NC1c2cccc3cccc(c23)C1N1CCN(CCO)CC1)c1ccccc1 (centres undefined),1.8,-3,12,-2,0,2,23,4,7
Cc1nn(C)c2c1NC(=O)CS2,-0.2,0,1,3,2,4,-7,1,2
N/C(CCS(=O)(=O)c1ccc(Cl)cc1)=N\OC(=O)c1ccccc1C(F)(F)F,0.2,1,-2,3,-2,-1,1,1,-5
CC(C)(C)N(Cc1ccccc1)C(=O)COC(=O)C1CCCCC1,-0.7,-2,0,16,5,-18,19,-1,-3
CCNC(=O)CCSc1nc(C)cc(C)n1,0.4,-1,5,18,1,-13,11,1,-2
CCOC(=O)c1c(NC(=O)C(C)Sc2nnc(C)c(=O)[nH]2)sc2c1CCCC2 (centres undefined),1.2,-2,5,3,3,-14,3,1,4
COc1cccc(NC(=O)CCc2nc(-c3ccccc3F)no2)c1,2.9,2,4,8,-5,-2,15,6,-10
COc1ccc(N2CCN(c3ccc(Cl)nn3)CC2)cc1,1.6,-1,2,3,0,-10,16,2,5
C[C@@H]1CN([C@@H](C)CO)C(=O)c2cc(C#Cc3ccccc3)cnc2O[C@H]1CN(C)C(=O)c1ccccc1F,0.8,0,9,-1,-2,-12,14,4,-15
COc1ccc(NC(=O)CN(CC(=O)Nc2ccc(OC)cc2)C(C)(C)CO)cc1,1.6,-2,1,2,-2,-12,18,2,2
C#CCOCCOCCOCCNc1nc(N2CCN(C(=O)Cn3cc(CCO)nn3)CC2)nc(N2CCN(C(=O)[C@H](CCCCN)n3cc(CCCC)nn3)CC2)n1,0.9,0,4,8,4,-15,23,2,2
OCc1ncccc1O,0.3,-2,-6,7,1,-9,1,2,5
COc1ccc(NC(=O)c2cc(Cl)ccc2Cl)c([N+](=O)[O-])c1,-0.4,-6,0,1,-2,-4,13,0,2
Cc1cc(SCC(=O)Nc2ccccc2)nc(C)n1,0.0,0,8,-4,4,-12,13,1,5
COc1cc(NC(=O)c2sc3nc(C)nc(N4CCOCC4)c3c2C)cc(OC)c1OC,1.5,-1,-4,4,-7,-14,6,7,-2
CC(=O)NC1(C(F)(F)F)NC(=O)N(CC(C)C)C1=O (centres undefined),0.2,-4,4,-3,0,-7,10,0,7
N/C(=N\OC(=O)c1cccc(Br)c1)c1ccc(Br)cc1,-0.3,1,-10,3,-8,-8,14,0,18
Cc1ccc(-c2nc(NC(=O)CSc3ccc4ccccc4n3)ns2)cc1,0.3,-1,1,2,-5,-10,20,1,-5
CCCCS(=O)(=O)Nc1ccc(C)cn1,0.1,-2,-1,10,-4,-8,3,1,15
OCCNc1nc(Nc2ccccc2C(F)(F)F)nc(N2CCCC2)n1,0.6,0,15,8,0,-12,11,0,12
COc1ccc(CNC(=S)Nc2cccc(Cl)c2)cc1,5.7,1,-8,10,-16,11,-15,10,4
O=C(NCCc1nnc2ccc(NCc3cccnc3)nn12)c1ccccc1F,0.4,-7,-10,4,5,-8,16,0,-4
CC1CCN(c2ccc(C(=O)Nc3nnc(C4CC4)s3)cc2[N+](=O)[O-])CC1,0.7,3,7,-18,5,-9,14,1,-3
CC1Cc2ccccc2N1C(=S)NC(=O)c1ccco1 (centres undefined),0.8,-2,-3,10,12,-7,-1,0,-4
CC(=O)N1CCOc2ccc(S(=O)(=O)N3CCC(C(=O)NCc4ccccc4)CC3)cc21,0.0,-3,-4,0,-1,-8,14,1,6
COC(=O)CN(c1nc(C)cc(OC)n1)S(=O)(=O)c1ccccc1,0.2,-11,15,-1,4,-4,11,1,-4
O=c1[nH]cccc1-c1nc2ccccc2n1Cc1cccc(Cl)c1,8.3,2,-12,19,-12,6,2,24,9
Cc1ccc(-c2cc(C(=O)N/N=C/c3ccccc3)n[nH]2)o1,1.0,-2,-5,8,0,-11,0,1,13
Cc1cccc(-n2cnc(C(=O)Nc3cccnc3)c2)n1,-0.7,0,0,-9,-6,-4,2,1,-2
COc1ccccc1-c1nnc(NC(=O)c2ccc3ncsc3c2)o1,1.1,1,3,-4,0,-12,23,1,-10
C[C@@H]1CN([C@H](C)CO)C(=O)CCCn2nncc2CO[C@H]1CN(C)Cc1ccccc1,0.1,1,0,6,-1,2,-1,0,1
C/C(=C\C(=O)c1ccccc1)Nc1cccc(O)c1,1.1,2,5,10,-2,-25,3,1,-1
C/C(=N\NC(=O)Cn1nc(C)cc1C)c1ccc([N+](=O)[O-])cc1,0.3,3,-34,-9,1,3,10,1,-2
CCOC(=O)C1CCN(C(=O)CCn2c(=O)[nH]c3ccsc3c2=O)CC1,-0.2,-2,-5,-3,0,-2,14,0,-13
CN(Cc1ccccc1)C(=O)c1ccc(NC(=O)Cc2ccc(NC(=O)C3CCCN(C(=O)C4CCC4)C3)cc2)cc1 (centres undefined),1.4,-2,0,-8,5,-17,21,0,-16
CCc1cc2c3c(c(=O)oc2cc1O)CCCC3,0.8,-5,0,2,-1,-4,16,-1,4
O=C(NC(=S)N1CCN(C/C=C/c2ccccc2)CC1)c1ccc(Cl)nc1,4.2,-4,-2,-4,-3,-5,8,5,-7
CCOC(=O)Nc1cccc2ccccc12,-0.5,0,7,-9,1,-14,-1,1,-17
O=C(NCC1CCCO1)c1cccc(NC(=O)c2ccccc2)c1 (centres undefined),0.9,-4,2,10,-1,13,-7,1,4
Cc1ccc(C2CC2c2n[nH]c(=S)n2-c2cccc(C)c2)cc1 (centres undefined),-0.8,-4,9,-24,5,7,9,-2,-5
CN(C)CCCNc1c2c(nc3ccccc13)CCC2,-0.7,-2,-4,2,7,19,-12,0,-8
Cn1c(=O)[nH]c(=O)c2c1ncn2CCCc1ccccc1,0.8,1,-1,-6,-1,-15,23,1,2
O=C(Nc1cccc(F)c1)/C(=C\c1cccnc1)NC(=O)c1ccco1,0.3,-1,0,0,5,-6,7,2,10
Cc1ccccc1NS(=O)(=O)c1cc(C(=O)NCCC2=CCCCC2)ccc1Cl,2.7,0,-11,9,-2,-7,10,0,8
N#C/C(=C\c1cccc([N+](=O)[O-])c1)c1nnc2n1CCCCC2,-0.1,-1,5,-7,1,-11,28,1,3

# Given tab-delimited: part of the list above.
mol	CHO-K1 Ca ag	CHRM5 agonist	M4 PAM	CHRM5 antagonist	CHRM5 PAM	CHO-K1 Ca antag	M1 PAM parental	M4 ag	CHRM4 antagonist
C/C(=C\C(=O)c1ccccc1)Nc1cccc(O)c1	1.1	2	5	10	-2	-25	3	1	-1
C/C(=N\NC(=O)Cn1nc(C)cc1C)c1ccc([N+](=O)[O-])cc1	0.3	3	-34	-9	1	3	10	1	-2

# (more compounds)
SMILES,CHO-K1 Ca ag,CHRM5 agonist,M4 PAM,CHRM5 antagonist,CHRM5 PAM,CHO-K1 Ca antag,M1 PAM parental,M4 ag,CHRM4 antagonist
CC(C)(C)NC(=O)COc1ccc(-c2ccccc2)cc1,3.8,1,-4,4,-6,-4,5,5,5
C=C[C@]1(C)C[C@H]1[C@H](NP(=O)(c1ccccc1)c1ccccc1)c1ccccc1,-0.6,0,4,9,-2,1,-19,1,-2
O=C(CCn1c(=O)oc2ccccc21)N(Cc1ccccc1)c1ccccn1,1.5,-3,5,2,-7,-20,-1,4,-15
CC(C)n1c(SCC(=O)Nc2ccc3c(c2)OCO3)nc2c1c(=O)n(C)c(=O)n2C,0.1,1,0,-2,1,-22,10,0,0
CCC1(CC)NC(=O)N(CC(=O)NC(=O)NCc2ccccc2)C1=O,0.4,-1,-1,17,-6,-16,16,1,5
Cc1ccc2c(=O)n3c(nc2c1)C(Cc1ccccc1)NC(=O)c1cccnc1-3 (centres undefined),2.5,-1,-3,-10,7,11,1,2,-1
O=C(Nc1ccccc1)C1=C[C@@H](c2ccccc2)C[C@@H](OCc2ccc(CO)cc2)O1,-0.2,-1,8,7,3,2,6,0,-5
O=C(CCNC(=O)c1ccc(Cl)cc1)Nc1ccc(F)cc1F,1.1,1,11,-3,1,-2,18,1,-7
CCC1(CC)NC(=O)NC1=O,0.6,-2,-1,-2,2,12,4,1,4
O=C(COC(=O)c1cc(S(=O)(=O)N2CCOCC2)ccc1F)NCc1ccco1,0.3,-3,5,-13,1,-12,6,2,-7
O=C(NNS(=O)(=O)c1cccc(Cl)c1)c1cc(-c2ccc(F)cc2)nc2ccccc12,4.4,-3,6,14,-9,-18,4,8,-9
O=C(COc1ccc(Cl)cc1)NCc1nnc(SCC(=O)NCCc2ccccc2)o1,4.4,0,-9,-8,1,-20,18,8,5
Cc1c(C)c2ccc(OCC(=O)Nc3ccccn3)cc2oc1=O,0.4,-4,8,-3,6,7,-21,1,9
CC/C(=C\c1oc2cc3ccccc3cc2[n+]1CC)Nc1ccccc1,0.1,-1,-2,13,-1,-11,-1,0,7

# Three compounds from above, arranged by the number in CHRM4 antagonist, high to low.
structure | CHRM4 antagonist
Cc1ccc2c(=O)n3c(nc2c1)C(Cc1ccccc1)NC(=O)c1cccnc1-3 (centres undefined) | -1
O=C(Nc1ccccc1)C1=C[C@@H](c2ccccc2)C[C@@H](OCc2ccc(CO)cc2)O1 | -5
O=C(NNS(=O)(=O)c1cccc(Cl)c1)c1cc(-c2ccc(F)cc2)nc2ccccc12 | -9

# An unsorted share of the library. Share with any hit: about 2.7%.
